Source: PubChem BioAssay
TRPV1 ag = agonists of human vanilloid receptor 1 (TRPV1); Q8NER1; TRPV1-expressing cells, Fluo-8 calcium influx, agonist mode; activation, % at 8.33 µM; 0.19% of 320,000 active; AID 540275; in the data active means activation above about 80%; inconclusive means between about 30% and that limit; further: 0% is about no effect
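Fluo-8 calcium influx in TRPV1-expressing cells, kinetic read (ex 480/em 520 nm). Compound added and read 3 min for agonist activity, followed by capsaicin at EC20 final and 2 min further read for enhancement.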
USP2a block = inhibitors of human ubiquitin-specific protease USP2a | O75604 | USP2 core, Ub-CHOP2 coupled fluorogenic reporter, 485/531 | Potency, µM (series often up to 38.3 µM), for the others: top-dose activity change, negative = inhibition, usual class: inhibitors | 0.01% of 330,000 active;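 further: potency means the concentration at half of the fitted maximal effect; plate controls were DMSO wells for no effect and full inhibition by NEM control for full effect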
Target sequence (O75604 whole entry, looked up): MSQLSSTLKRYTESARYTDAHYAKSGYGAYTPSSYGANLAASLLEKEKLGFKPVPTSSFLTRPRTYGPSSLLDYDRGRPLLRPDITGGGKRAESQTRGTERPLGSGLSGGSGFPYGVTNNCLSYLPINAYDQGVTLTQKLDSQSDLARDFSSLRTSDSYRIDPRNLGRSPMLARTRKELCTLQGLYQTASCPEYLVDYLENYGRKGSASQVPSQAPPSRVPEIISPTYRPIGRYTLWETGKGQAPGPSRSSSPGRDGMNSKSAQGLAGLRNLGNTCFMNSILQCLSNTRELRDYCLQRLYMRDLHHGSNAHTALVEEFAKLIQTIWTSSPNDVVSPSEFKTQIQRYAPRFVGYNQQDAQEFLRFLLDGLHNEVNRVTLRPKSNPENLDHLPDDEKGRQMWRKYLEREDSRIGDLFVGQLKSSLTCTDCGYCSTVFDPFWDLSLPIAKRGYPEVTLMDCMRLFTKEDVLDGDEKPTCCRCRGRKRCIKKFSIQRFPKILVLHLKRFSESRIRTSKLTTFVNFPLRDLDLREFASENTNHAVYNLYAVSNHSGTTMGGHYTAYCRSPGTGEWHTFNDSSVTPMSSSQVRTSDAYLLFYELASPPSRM
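Deubiquitinase activity read as fluorescence (485/531 nm) after Ub-CHOP2 cleavage activates the enterokinase reporter on its substrate; USP2 core 10nM, Ub-CHOP2 and substrate 25nM each, 30min compound preincubation then 60min RT; data normalized to NEM, curves fitted.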
Integrin act MD = activates integrin-mediated alleviation for muscular dystrophy; alpha7betagal myoblasts, beta-gal FDG fluorescence, 48 h; Potency, µM (top dose mostly 38.3 µM), inactives show at the highest dose activation, most hits filed as activators; 0.064% of 350,000 active;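 further: potency means the concentration at half of the fitted maximal effect; 100% = response of the positive control SU9516; nearly all actives have a fitted effect of over 60% in size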
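alpha7betagal+/- myoblasts (passage 13, 250/well) treated 48 h at 37C with compounds at 1:260 dilution of DMSO stock. Lysed, then beta-galactosidase activity read as FDG fluorescence (ex 480/em 540) after 30 min, with pre-read for autofluorescence.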
TSG101-PTAP inh = blocks PTAP/TSG101 interaction to inhibit HIV-1 budding | Potency, µM (doses to about 115 µM), for the others: at the highest dose activity change, negative = inhibition, hits mostly inhibitors | 340,000 tested, under 10 active | Fluorescence polarization, FITC-PTAP peptide / Tsg101 binding | AID 493005; active means well fitted inhibition curve with a large enough effect in the main read-out, with a control signal flat, not every such curve was filed as active; inconclusive means small, poorly fitted or top-dose-only effect, or effect the other way, or a change in a side signal; inactive means no such curve, though single readings can be large or run the other way; further: potency means the concentration at half of the fitted maximal effect; % of control where 0% means no effect
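Tsg101 binding domain (10 uM final) was mixed with compound and a FITC-labeled PTAP peptide (50 nM final) in HEPES pH 7.5 buffer with NaCl, Tween 20, EDTA and TCEP; fluorescence polarization was read after 20 min at r.t.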
ASM inhibitor = inhibitors of human secretory acid sphingomyelinase; 0.006% of 340,000 active; Potency, µM (highest dose often 57.5 µM), for inactives: at the highest dose activity change, negative = inhibition, actives largely listed as inhibitors; placental ASM, HMU-PC fluorogenic substrate, 60 min; P17405; further: potency means the concentration at half of the fitted maximal effect
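Steps: dispense placental human ASM, pin compound, wait 10 min at room temperature, add HMU-PC0 substrate at 9 uM final, incubate 60 min at 37 °C, add stop solution raising pH to 10, read fluorescence.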
BRCA1 expr act = increases BRCA1 expression. MCF7-BRCA1-FFLuc reporter, luminescence, 48 h; response scale: scaled: vehicle 0%, 10 µM genistein 100%. Potency, µM (series often up to 46.1 µM), without a hit: at the top dose activation, usual class: activators. 1.1% of 380,000 active. AID 624202; further: potency means the concentration at half of the fitted maximal effect; nearly all actives have a fitted effect of over 80% in size; some results filed as inactive show a strong effect at the top dose
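Cells: MCF7-BRCA1-FFLuc, 2000/well. Exposure: 48 h, 37 °C, 5% CO2. Read: luminescence, 15 min post-substrate. Controls: genistein 10 microM (maximal activation), DMSO (neutral).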
ELG1 genotox = genotoxicity induction in ELG1-luciferase HEK293T cells; HEK293T ELG1-luciferase reporter, luminescence, 16 h; 1.3% of 330,000 active; Potency, µM (top dose mostly 46 µM), inactives show at the highest dose activity change, positive = activation, most hits filed as activators; AID 504466; further: potency means the concentration at half of the fitted maximal effect; % of control where 0% means no effect; nearly all actives have a fitted effect of over 60% in size
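16 hr compound incubation (37 °C, 5% CO2) of HEK293T cells carrying luciferase-tagged ELG1; luciferase then measured by ONE-Glo luminescence after 30 min at RT.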
uPA generation = blocks generation of uPA at the cell surface; cell surface uPA generation assay, qHTS; 0.31% of 330,000 active; Potency, µM (titrated, usually from 38.3 µM), without a hit: at the top dose activity change, negative = inhibition, actives largely listed as inhibitors; active means well fitted inhibition curve with a large enough effect; inconclusive means small, poorly fitted or top-dose-only effect; inactive means no such curve, though single readings can be large or run the other way; tested in mouse RAW 264.7 cells; further: potency means the concentration at half of the fitted maximal effect; on the % scale 0 is the no-effect control and ±100 the full control effect; nearly all actives have a fitted effect of over 55% in size
p53 reactivator = restores transcriptional activity of mutant p53. H1299 p53-A138V BP100-luciferase reporter, luminescence, 24 h. Potency, µM (titrated, usually from 92.2 µM), for the others: top-dose activity change, positive = activation, actives largely listed as activators. 0.063% of 320,000 active; further: potency means the concentration at half of the fitted maximal effect; % of control where 0% means no effect; nearly all actives have a fitted effect of over 45% in size
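p53-null H1299 cells stably carrying temperature-sensitive p53-A138V and a BP100-luciferase reporter were pinned with compounds (4-point, 1:5 series) and held 24 hrs at 37 deg C. Luminescence was read 10 min after detection reagent.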
Eya2 inh = Eya2 (human) phosphatase inhibition. Potency, µM (series often up to 76.9 µM), inactives show top-dose activity, negative = inhibition, usual class: inhibitors. recombinant Eya2, OMFP fluorescence dephosphorylation (OMFP is methylfluorescein phosphate). AID 488837. 0.006% of 330,000 active; further: potency means the concentration at half of the fitted maximal effect; on the % scale 0 is the no-effect control and ±100 the full control effect
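Eya2 protein (added as 0.2 uM solution) was preincubated with compound for 10 min at ambient temperature in 50 mM HEPES pH 7.5, 50 mM NaCl, 5 uM MgCl2, 0.05% BSA, 1 mM DTT. OMFP (added at 50 uM) then reacted 10 min; fluorescence read at 485/525 nm.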
B2AR arrestin = recruits beta-arrestin to the human beta2-adrenergic receptor; P07550; beta-arrestin recruitment to beta2AR, cell-based reporter; Potency, µM (series often up to 46.1 µM), for the others: at the highest dose activation, most hits filed as activators; 0.02% of 330,000 active; AID 492947;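 further: potency means the concentration at half of the fitted maximal effect; 0% = DMSO controls and full agonism = EC100 isoproterenol or metaproterenol; nearly all actives have a fitted effect of over 65% in size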
Target sequence (P07550 whole entry, looked up): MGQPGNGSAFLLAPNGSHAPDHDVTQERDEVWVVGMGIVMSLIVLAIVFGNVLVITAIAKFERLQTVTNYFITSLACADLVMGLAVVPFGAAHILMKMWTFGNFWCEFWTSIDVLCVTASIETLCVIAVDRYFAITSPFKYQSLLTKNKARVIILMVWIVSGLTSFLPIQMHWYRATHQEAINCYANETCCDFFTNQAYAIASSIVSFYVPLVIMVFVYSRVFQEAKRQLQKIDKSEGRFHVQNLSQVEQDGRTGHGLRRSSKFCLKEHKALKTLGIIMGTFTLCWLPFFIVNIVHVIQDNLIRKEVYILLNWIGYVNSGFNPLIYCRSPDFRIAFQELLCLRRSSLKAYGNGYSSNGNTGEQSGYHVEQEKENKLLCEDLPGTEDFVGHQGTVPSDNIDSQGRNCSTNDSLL
Numbers without * were called inactive; ? = inconclusive; . = no result given; & = joins results of further samples; [ ] = dose if it differs, or a comment. Unless noted, the call rests on the fitted dose curve; in most records, active means well fitted curve in the direction sought with a large enough effect; inconclusive means small, poorly fitted or top-dose-only effect, or another doubt; inactive means no such curve, though single readings can be large; an effect the other way counts as inactive or inconclusive.

SMILES	TRPV1 ag	USP2a block	Integrin act MD	TSG101-PTAP inh	ASM inhibitor	BRCA1 expr act	ELG1 genotox	uPA generation	p53 reactivator	Eya2 inh	B2AR arrestin
CC(=O)c1cccc(OC(=O)C2=CC=CN3CCS(=O)(=O)N=C23)c1	-5	-2%	-10%	-2%	30%	4%	-3%	1%	9%	-5%	0.0%
c1ccc2c(c1)OCC(CNc1ncnc3sccc13)O2 (stereo not given)	20	0%	-20%	0%	.	16%	8%	-3%	?	-22%	-0.5%
COc1ccc(S(=O)(=O)N2CCSCC2)cc1	-4	2%	12%	0%	-4%	-2%	-3%	1%	?	6%	-0.4%
Cc1[nH]nc2c1C(c1ccc(N(C)C)cc1)C1=C(CC(C)(C)CC1=O)N2 (stereo not given)	2	-1%	0%	1%	0%	1%	1%	-5%	-10%	6%	-0.2%
O=C(Nc1ccccc1N1CCOCC1)C1=NN(c2c(F)c(F)cc(F)c2F)C(=O)CC1	23	1%	0%	-4%	0%	-30%	0%	0%	-3%	0%	-0.1%
Cc1ccc(Cn2ccc(NC(=O)c3cc4nc(-c5ccco5)cc(C(F)(F)F)n4n3)n2)cc1	1	10%	-6%	-5%	28%	-2%	2%	-2%	4%	-6%	-0.5%
COc1ccc(NC(=O)CCCn2c(=O)[nH]c3ccccc3c2=O)cc1	4	0%	-10%	0%	-2%	1%	1%	0%	-21%	-25%	-0.7%
CN(CC(=O)Nc1ccccc1Br)C(=O)c1cc(Cl)nc2ccccc12	12	1%	3%	2%	-1%	-7%	0%	0%	-3%	-1%	2.9%
Cc1ccc(CS(=O)(=O)c2cn(CC(=O)Nc3ccon3)c3ccccc23)cc1	-4	-2%	-4%	-4%	-5%	34%	1%	1%	-2%	12%	0.1%
COc1ccc(-n2c(-c3ccc(OC)c(OC)c3)n[nH]c2=S)cc1	0	-2%	-23%	-1%	-1%	-3%	5%	?	.	-5%	-0.1%

The final 2 records of the part above come first, to join the parts:
SMILES	TRPV1 ag	USP2a block	Integrin act MD	TSG101-PTAP inh	ASM inhibitor	BRCA1 expr act	ELG1 genotox	uPA generation	p53 reactivator	Eya2 inh	B2AR arrestin
Cc1ccc(CS(=O)(=O)c2cn(CC(=O)Nc3ccon3)c3ccccc23)cc1	-4	-2%	-4%	-4%	-5%	34%	1%	1%	-2%	12%	0.1%
COc1ccc(-n2c(-c3ccc(OC)c(OC)c3)n[nH]c2=S)cc1	0	-2%	-23%	-1%	-1%	-3%	5%	?	.	-5%	-0.1%
Cc1c(C(=O)O)nnn1-c1nonc1N	1	0%	3%	0%	0%	-4%	0%	-3%	1%	-4%	0.0%
Cc1ccccc1Nc1nc(N)nc(CSc2nnc3ccccn23)n1	0	2%	7%	-1%	3%	47%	?	2%	7%	2%	0.1%
CC(C)(C)c1cc(C(=O)CCN2CCOCC2)cc(C(C)(C)C)c1O	?	2%	15%	-3%	10%	-58%	0%	-11%	-12%	-17%	2.3%
Cc1ccc(S(=O)(=O)Cc2ccc(C(=O)N3CCCCC3C)cc2)cc1 (stereo not given)	1	0%	0%	-2%	0%	-9%	-7%	11%	14%	-7%	-0.3%
Cc1nn(Cc2ccc(Cl)c(Cl)c2)c(C)c1NC(=O)c1cn(-c2ccccc2)nc1-c1ccccc1	2	2%	-16%	0%	-8%	-55%	-17%	7%	3%	-20%	-0.3%
O=C(O)C1=C[C@@H](c2ccc(C(F)(F)F)cc2)C[C@@H](OCCCCO)O1	.	.	15%	-2%	4%	6%	.	3%	.	.	.
Cc1ccccc1-c1nc(CN2CCC(C(=O)N3CCC(C(N)=O)CC3)CC2)c(C)o1	0	1%	-4%	-1%	2%	31%	-7%	-4%	-6%	-14%	-0.2%
Cc1c([N+](=O)[O-])cc(C(=O)Oc2ccc(Br)cc2C(=S)N2CCCCC2)cc1[N+](=O)[O-]	0	2%	16%	-7%	-4%	-17%	-1%	3%	2%	7%	0.1%
COc1ccc2[nH]c(C)c(CCNC(=S)Nc3ccc(C)cc3)c2c1	-4	0%	0%	0%	-1%	-2%	-7%	8%	-4%	-9%	-0.8%
COc1ccccc1CNC(=O)c1ccc(S(=O)(=O)N(C)c2ccccc2)cc1	5	-2%	16%	0%	0%	-15%	-1%	-2%	1%	-25%	0.4%
CC1(c2nnc(-c3ccccc3)o2)CC(c2ccc(F)cc2)=NO1 (stereo not given)	24	4%	5%	-5%	-6%	0%	3%	-2%	1%	3%	-0.3%
CC(=O)N1N=C(c2cccc(NS(=O)(=O)c3ccc(C)cc3)c2)CC1c1ccco1 (stereo not given)	-2	-2%	-12%	-2%	-9%	-44%	-7%	-1%	-3%	2%	-0.5%
CCC(=O)N1c2ccccc2NC2=C(C(=O)CC(C)(C)C2)C1c1cccnc1 (stereo not given)	-4	-5%	?	-8%	2%	14%	1%	-5%	0%	3%	-0.3%
c1ccc(-c2noc(-c3ccc4ccccc4c3)n2)nc1	?	1%	16%	-12%	1%	-105%	?	-14%	-43%[inhibitor]	-3%	0.1%
Cc1ccc(C)c(NC(=S)N=Nc2c(O)n(C)c3ccc(S(=O)(=O)N4CCOCC4)cc23)c1	0	3%	19%	1%	-15%	-18%	0%	?	-23%	-1%	?
CN(CCc1cnn(C)c1)Cc1nc(CC2CC2)no1	0	0%	11%	2%	-2%	10%	3%	8%	2%	-1%	0.3%
O=C(NNC(=O)c1ccccc1F)c1ccc(S(=O)(=O)N2CCCC2)cc1	.	-2%	0%	-5%	0%	12%	1%	0%	12%	-24%	-0.3%
CCOC(=O)C1CCC(CN(Cc2ccccc2)S(=O)(=O)c2ccc([N+](=O)[O-])cc2)CC1 (stereo not given)	1	0%	12%	-5%	-4%	-16%	6%	1%	11%	-13%	-0.1%
O=C(Nc1ccc(N2CCN(C(=O)c3ccccc3F)CC2)cc1)c1ncn[nH]1	-2	0%	-1%	2%	3%	-22%	-6%	-4%	-2%	9%	0.0%
O=[N+]([O-])c1ccc(N/N=C/c2c[nH]c3ccccc23)c(S(=O)(=O)Nc2ccc(Cl)cc2)c1	9	-2%	10%	9%	-24%	-35%	-16%	3%	15%	-4%	0.3%
O=C(c1ccco1)N(Cc1nc2ccccc2c(=O)[nH]1)C1CCCC1	0	1%	-11%	-4%	-1%	-12%	-1%	1%	-13%	?	0.3%
COCCNCC(=O)C12CC3CC(CC(C3)C1)C2	0	0%	4%	-8%	3%	-2%	3%	-13%	3%	3%	0.1%
Cn1c(Cn2c(=O)sc3ccccc32)nnc1SCc1cccnc1	-1	-1%	-6%	0%	2%	1%	-3%	-1%	0%	4%	-0.5%
COc1ccccc1-c1cnn2c(NCCc3ccccc3)cc(C)nc12	1	-1%	18%	1%	9%	?	10%	5%	?	-2%	0.3%
O=C(O)CCc1ccc(-c2cccs2)n1CCc1ccccc1	18	3%	-4%	-5%	34%	-31%	4%	-4%	0%	-4%	-0.9%
O=c1oc2ccccc2cc1-c1nc2c(s1)CCc1ccccc1-2	1	-1%	-8%	-1%	237%[activator]	-17%&-48%	-1%	5%	?	-5%	-0.4%
CCn1c(SCC(=O)O)nnc1-c1ccc(S(=O)(=O)N2CCCC2)cc1	-2	0%	9%	-3%	0%	1%	3%	5%	2%	-6%	0.1%
Cc1nn(CC(=O)Nc2ccc3c(c2)nc2n3CCOC2)c(=O)c2ccccc12	-2	0%	22%	-4%	4%	5%	2%	-7%	1%	1%	0.2%
CCN(CC)C(=O)C1(P(=O)(c2ccccc2)c2ccccc2)CCC1	4	11%	?	0%	-2%	-21%	-1%	1%	0%	18%	-0.3%
O=S(=O)(c1ccc(F)cc1)N1CCN(CCOc2ccccc2)CC1	.	1%	0%	-4%	2%	-38%	1%	9%	-4%	0%	0.1%
O=C1C2CC=CCC2C(=O)N1c1n[nH]c(Cc2ccccc2)n1 (stereo not given)	4	-2%	-19%	-11%	4%	13%	-1%	2%	7%	?	0.0%
COc1nc(N(C)S(=O)(=O)c2ccc(C)cc2)nc(C)c1Cl	0	-1%	5%[7.66 µM]	-1%	-2%	-63%	-8%	.	2%	-8%	4.2%
COc1ccc(OC)c(S(=O)(=O)NCc2ccc(N3CCN(C)CC3)cc2)c1	1	3%	10%	.	-2%	-1%	1%	-3%	7%	3%	0.0%
O=C(Cc1nc2ccccc2[nH]1)N/N=C/c1ccccc1	1	4%	-6%	-7%	11%	-11%	1%	7%	1%	-6%	-0.4%
COc1cc(NC(=S)NN2CCN(C)CC2)cc(OC)c1OC	-3	0%	-20%	-3%	-3%	13%	-1%	-1%	-2%	5%	0.5%
CCOc1ccc(OCCOCCOc2c(Cl)cccc2Cl)cc1	.	.	-18%	-1%	-2%	-24%	.	3%	.	.	.

Not a hit list; overall some 2.6% were active at least once.
